# Compound activity: PubChem, several laboratories
# Dyrk1A ADPGlo = blocks rat Dyrk1A kinase activity | Q63470 | ADP-Glo luminescence, NFATc1 peptide | inhibition, % at 12.5 µM | hit rate 0.43% among 310,000 | AID 504441; in the data active = inhibition above about 50%;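 note: plate controls were vehicle with enzyme for no effect and no enzyme for full effect; many of its hits are not listed in these tables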
# HDAC3 inhib = blocks human histone deacetylase 3. recombinant HDAC3, fluorogenic peptide/trypsin coupled, fluorescence. hit rate 0.15% among 320,000. O15379. inhibition, % at 8.3 µM. AID 2718; in the data active = inhibition above about 26%, passing the limit was not always enough
# Target sequence (O15379 whole entry, looked up): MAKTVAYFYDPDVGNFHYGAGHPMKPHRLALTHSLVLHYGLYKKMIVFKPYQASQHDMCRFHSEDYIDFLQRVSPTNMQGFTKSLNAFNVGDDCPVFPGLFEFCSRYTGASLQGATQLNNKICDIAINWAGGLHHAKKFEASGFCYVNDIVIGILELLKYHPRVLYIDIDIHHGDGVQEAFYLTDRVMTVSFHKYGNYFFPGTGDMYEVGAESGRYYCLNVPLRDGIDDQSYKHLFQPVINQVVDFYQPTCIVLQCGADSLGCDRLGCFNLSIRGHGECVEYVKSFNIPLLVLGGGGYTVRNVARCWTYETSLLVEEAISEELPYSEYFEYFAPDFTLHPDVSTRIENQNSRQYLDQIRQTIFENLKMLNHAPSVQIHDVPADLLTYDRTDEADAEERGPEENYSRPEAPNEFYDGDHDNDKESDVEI
# TMEM16A inh = blocks the mouse calcium-activated chloride channel TMEM16A | Q8BHY3 | HEK293 TMEM16A/YFP iodide influx fluorescence, ionomycin | normalized B-score (activity score, 25-100; higher = stronger inhibition) at 10 µM | hit rate 1.2% among 310,000 | AID 588511;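 active = ratio plate-corrected score three or more library SD toward inhibition, starting fluorescence score within five deviations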;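 note: score derived from kinetic fluorescence span divided by baseline fluorescence per well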
# KCNQ1 block = blocks the human KCNQ1 potassium channel. P51787. CHO-K1 KCNQ1, FluxOR thallium flux fluorescence; hits give high values. B-score at 10 µM. hit rate 1.3% among 310,000;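 active = compounds whose thallium flux B-score, printed positive for inhibition, exceeds three library SD while starting fluorescence stays within three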;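 note: channel opened by potassium depolarization with thallium stimulus after 20 min compound exposure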
# Target sequence (P51787 whole entry, looked up): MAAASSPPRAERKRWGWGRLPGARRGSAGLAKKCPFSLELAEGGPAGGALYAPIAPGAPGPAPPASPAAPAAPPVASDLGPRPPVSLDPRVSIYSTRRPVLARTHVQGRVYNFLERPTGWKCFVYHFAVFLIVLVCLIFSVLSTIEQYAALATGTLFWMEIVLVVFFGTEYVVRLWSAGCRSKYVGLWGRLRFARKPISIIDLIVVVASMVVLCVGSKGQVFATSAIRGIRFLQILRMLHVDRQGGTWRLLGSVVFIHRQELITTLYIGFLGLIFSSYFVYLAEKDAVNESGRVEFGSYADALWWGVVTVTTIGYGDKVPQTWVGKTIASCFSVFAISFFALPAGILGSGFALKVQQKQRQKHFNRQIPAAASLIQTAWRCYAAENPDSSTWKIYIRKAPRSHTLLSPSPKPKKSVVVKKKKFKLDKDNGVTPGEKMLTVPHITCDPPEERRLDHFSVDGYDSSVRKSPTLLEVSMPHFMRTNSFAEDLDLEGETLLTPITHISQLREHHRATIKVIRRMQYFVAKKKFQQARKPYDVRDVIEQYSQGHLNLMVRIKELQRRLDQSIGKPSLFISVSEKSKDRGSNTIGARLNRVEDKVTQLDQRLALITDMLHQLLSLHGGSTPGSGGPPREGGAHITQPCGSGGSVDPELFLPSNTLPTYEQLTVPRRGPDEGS
# KCNK9 inh = blocks the human KCNK9 two-pore domain potassium channel. Q9NPC2. HEK293 KCNK9, FluxOR thallium flux fluorescence; hits give low values. B-score at 10 µM. hit rate 1.2% among 310,000. AID 488922;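 active = ratio B-score over 3 SD below the library mean, with starting fluorescence within 5 SD of its mean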;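 note: negative B-score means less thallium flux so channel inhibition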
# KCNK3 inh = human KCNK3 channel inhibition, primary screen | CHO-KCNK3 thallium flux, FluxOR fluorescence; hits give low values | B-score at 10 µM | hit rate 0.84% among 340,000;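 active = B-score under library mean minus 4 SD, starting fluorescence ratio at most library mean plus 5 SD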;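 note: more negative B-score means stronger inhibition of thallium flux through KCNK3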
# hERG rescue = shields human hERG channel from block by proarrhythmic agents. Q12809. hit rate 0.51% among 310,000. activation (rescue from dofetilide block), less the hit threshold, % at 10 µM. CHO-hERG, FluxOR thallium flux, dofetilide IC70 present;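 active = activation above the mean of controls blocked by dofetilide plus 5 SD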;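 note: thallium influx through hERG after potassium depolarization seen as dye fluorescence rise; in these data hits start at about 4.7%; inactives centre near -7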
# KCNQ1 pot = potentiators or activators of human KCNQ1 potassium channel; hit rate 0.35% among 310,000; CHO-K1 KCNQ1, thallium flux FluxOR fluorescence; hits give high values; B-score at 10 µM; P51787;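 active = fluorescence ratio B-score, a plate-corrected score, at least three library SD, with initial intensity B-score within 5 SD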
#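 assay system = KCNQ1-transfected CHO-K1 cells | medium = assay buffer with matched DMSO | probe or stimulus = depolarizing K+/Tl+ stimulus, K2SO4 and Tl2SO4 each 12.5 mM in 5x stock | dosing = single dose | incubation = dye 90 min, compound 20 min, room temperature | detection = kinetic FluxOR fluorescence, 10 s baseline plus 110 s post-stimulus | evaluation = ratio B score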
# TMEM16A act = activators or potentiators of mouse TMEM16A chloride channel. Q8BHY3. HEK293 TMEM16A/YFP-H148Q/I152L, iodide quench fluorescence; hits give low values. B-score at 10 µM. hit rate 0.3% among 340,000. AID 623877;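 active = fluorescence-ratio B-score plate-corrected deviation score at least 3 library SD below zero, with starting fluorescence score within 5 deviations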;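 note: channel opened by trigger with iodide after compound preincubation; score built on the fluorescence ratio of max minus min over baseline; more negative score means more quench and so TMEM16A activation or potentiation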
# TRPC4 agonist = opens the mouse TRPC4 cation channel; Q9QUQ5; HEK293 TRPC4beta/mu-opioid, Fluo4 calcium fluorescence; hits give high values; B-score at 10 µM; hit rate 0.49% among 310,000; AID 2237;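 active = B-score above 5 SD of library B-scores, and initial fluorescence ratio not above library mean plus 5 SD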;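 note: positive B-score marks a calcium rise read as TRPC4 activation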
#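 System – HEK293 cells stably co-expressing mouse TRPC4beta and mu-opioid receptor · Signal – Fluo4 calcium-sensitive dye fluorescence, kinetic, 1 Hz baseline · Benchmarks – buffer (low) and maximal DAMGO (high) · Read-out – B score of integrated fluorescence ratio per well · Incubation – dye loading 45 min room temperature, 110 s kinetic read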
# TRPC4 potent = TRPC4 (mouse) allosteric potentiation. B-score at 10 µM. Q9QUQ5. hit rate 0.42% among 310,000. AID 2227. HEK293 TRPC4beta/mu-opioid, DAMGO EC20, Fluo-4 Ca2+ flux; hits give high values;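 active = B-score of calcium response area above 5 SD of library B-scores, with initial fluorescence ratio within 5 SD of library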;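 note: B-score of integrated fluorescence ratio over time as area under calcium response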
# * hit, by the source's call; i = inactive; nt = no result given. Only part of the results is shown; count on the stated rates, not on these rows.
SMILES,Dyrk1A ADPGlo,HDAC3 inhib,TMEM16A inh,KCNQ1 block,KCNK9 inh,KCNK3 inh,hERG rescue,KCNQ1 pot,TMEM16A act,TRPC4 agonist,TRPC4 potent
CC(C)NC(=O)C1CCCN(S(C)(=O)=O)C1 (centres undefined),-13,2,i,i,i,i,-4,i,i,i,i
Cc1ccc(-c2[nH]c3cc(C(N)=O)ccc3c(=O)c2O)cc1,0,-5,i,i,i,i,-14,i,i,i,i
O=S(=O)(c1ccccc1)N1CCC(O)(CN2CCN(c3ccccc3)CC2)CC1,-3,-4,i,i,i,i,-5,i,i,i,i
CC(C)(C)c1cc(NC(=O)c2ccco2)no1,7,0,i,i,i,i,-5,i,i,i,i
CC(C)CCn1c(=S)[nH]c2ncccc2c1=O,0,2,i,i,i,i,9.9*,10*,i,i,i
CSc1ccc(CCNC(=O)c2ccc(CS(=O)Cc3ccccc3Cl)o2)cc1 (centres undefined),2,-1,i,i,i,i,-25,i,i,i,i
Cc1ccccc1NC(=O)Nc1ccccc1Br,-2,3,i,i,i,i,-4,i,i,i,i
COc1ccc(N2CCN(Cc3cc4c(cc3O)CCC4)CC2)cc1,0,-5,i,i,i,i,-16,i,i,i,i
CCn1cc(CN2CCC(n3nccc3NC(=O)c3ccccc3OC)CC2)cn1,2,0,i,i,i,i,-7,i,i,i,i
COc1cccc(CC2(CO)CCCN(Cc3[nH]c4ccc(C)cc4c3C)C2)c1 (centres undefined),4,nt,i,i,i,i,-26,i,i,i,i
O=C(CCl)N(C/C=C/c1ccccc1)c1ccc2c(c1)OCCO2,nt,-2,i,i,i,i,-10,i,i,i,i
COc1ccc(CCNC(=O)COC(=O)c2cc(OC)c(OC)cc2OC)cc1,3,-1,i,i,i,i,-5,i,i,i,i
Cc1ncc(CO)c2c1OC(C)(C)OC2,0,1,i,i,i,i,-1,i,i,i,i
CCOC(=O)CSc1ncc(-c2ccc([N+](=O)[O-])cc2)[nH]1,6,-1,i,i,i,i,-6,i,i,i,i
COCCN(Cc1cc2cc(C)ccc2n2nnnc12)C(=S)Nc1ccccc1C,5,-4,i,i,i,i,-13,i,i,i,i
CCOc1cc(/C=C2\C(=N)N3N=CSC3=NC2=O)ccc1OS(=O)(=O)c1ccccc1,nt,7,i,i,i,i,-32,i,i,i,i
c1ccc(Nc2ncnc3sc4c(c23)CCC4)cc1,0,2,i,i,i,i,5.2*,i,i,216*,i
CCn1c(C)nc2cc(C(=O)NNC(=S)Nc3ccccc3Cl)ccc21,-1,4,i,i,i,i,-3,i,i,i,i
COC(=O)/C(C#N)=C/c1c(N2CCCCCC2)nc2ccccn2c1=O,-3,3,i,i,i,i,-8,i,i,i,i
Cc1noc(C(=O)Nc2ccc(F)c(Cl)c2)c1Cl,0,2,i,i,i,i,-1,i,i,i,i
COc1ccc(NC(C)=O)cc1S(=O)(=O)Nc1ccccc1C(=O)N1CCCC1,-6,0,i,i,i,i,-3,i,i,i,i
C=CCNc1nc2c(c(=O)[nH]c(=O)n2C)n1CCOc1ccccc1,5,-2,i,i,i,i,-9,i,i,i,i
O=C(NC(=S)Nc1cc(Cl)ccc1O)c1cccc(Br)c1,-3,2,i,i,i,i,-7,i,i,i,i
CC(C)OP(=O)(OC(C)C)C(C)NC(=O)Cc1ccccc1 (centres undefined),-4,-1,i,i,i,i,-4,i,i,i,i
Cc1cc(OC(=O)c2ccccc2)c([N+](=O)[O-])c(=O)[nH]1,1,nt,nt,i,i,i,-3,i,i,i,i
CSC1=NSC2=NC(=O)/C(=C/c3coc4ccccc4c3=O)C(=N)N12,6,-1,i,nt,nt,i,nt,nt,i,nt,nt
CCOC(=O)c1sc(NC(=O)c2cccc(S(=O)(=O)N3CCc4ccccc43)c2)c(C#N)c1C,7,1,25*,i,i,i,-11,i,i,i,i
Clc1ccc(OCc2nc3ccccc3[nH]2)cc1,-3,-7,i,i,i,i,-10,i,i,i,i
CC(C)CCN1C(N(C)C)=NC[C@@H]1C,-17,3,i,nt,nt,i,nt,nt,i,nt,nt
CC(=O)NCCNS(=O)(=O)c1ccc(C)c([N+](=O)[O-])c1,-5,1,i,i,i,i,-13,i,i,i,i
CCOC(=O)Nc1ccc2c(c1)N(C(=O)CN)c1ccccc1CC2,-1,-1,i,i,i,i,-6,i,i,i,i
CCCc1cc(=O)[nH]c(SCC(=O)NC2CCCCC2)n1,5,nt,i,i,i,i,-6,i,i,i,i
COC(=O)/C(=C\Nc1ccc(Cl)cc1Cl)NC(=O)c1ccc(Cl)cc1Cl,9,4,i,i,i,i,-10,i,i,i,i
O=C(Nc1nccs1)C1CCN(S(=O)(=O)c2cccnc2)CC1,2,-4,i,i,i,i,-13,i,i,i,i
CCC(=O)c1ccc(OCC(=O)c2ccc3c(c2)NC(=O)CO3)cc1,-3,4,i,i,i,i,-5,i,i,i,i
COc1ccc(S(=O)(=O)N2CCN(C)CC2)cn1,-3,-2,i,i,i,i,-1,i,i,i,i
Cc1cc(=O)oc2cc3c(cc12)OCCN3,24,-112,i,i,i,i,-4,i,i,i,i
COCc1cc(/C=N\NC(=O)COc2ccccc2)ccc1OC,5,3,i,i,i,i,-13,i,i,i,i
Cc1ccc(CN2CN(S(=O)(=O)c3cccs3)c3nc4ccccc4nc32)cc1,1,-4,i,i,i,i,-1,i,i,i,i
COn1c(=O)c(-c2ccc(Cl)cc2)[n+]([O-])c2ccccc21,0,5,i,i,i,i,-5,i,i,i,i

# The last 2 records of the part above are carried over, then new ones follow:
SMILES,Dyrk1A ADPGlo,HDAC3 inhib,TMEM16A inh,KCNQ1 block,KCNK9 inh,KCNK3 inh,hERG rescue,KCNQ1 pot,TMEM16A act,TRPC4 agonist,TRPC4 potent
Cc1ccc(CN2CN(S(=O)(=O)c3cccs3)c3nc4ccccc4nc32)cc1,1,-4,i,i,i,i,-1,i,i,i,i
COn1c(=O)c(-c2ccc(Cl)cc2)[n+]([O-])c2ccccc21,0,5,i,i,i,i,-5,i,i,i,i
COc1cccc(-c2nc(N3CCC(C)CC3)c3ccccc3n2)c1O,3,4,i,i,i,i,0,i,i,i,i
Cc1ccc(CNC(=O)c2ccc(N3CCC4(CC3)CC(c3ccccc3)=NO4)c(NC(=O)c3ccco3)c2)cc1,1,-4,i,i,i,i,-10,i,i,i,i
Oc1ccccc1/C=N/Nc1cc(N2CCCC2)nc(N2CCCC2)n1,nt,10,i,i,i,i,-8,i,i,i,i
CCOC(=O)c1c(/N=C/c2ccc(C)cc2O)sc2c1CCC2,-3,-3,i,i,i,i,-8,i,i,i,i
CCNCc1cc([N+](=O)[O-])ccc1OCC,5,nt,i,i,i,i,-11,i,i,i,i
O=C(c1ccccc1)N1CCN(CC2CC=CCC2)CC1 (centres undefined),-1,12,i,i,i,i,-12,i,i,i,i
CC(C)C(C(=O)N1CCN(C(=O)OC(C)(C)C)CC1)n1cc(-c2cn([C@@H](C)C(=O)N3CCN(C(=O)OC(C)(C)C)CC3)nn2)nn1 (some centres undefined),nt,nt,nt,i,i,nt,0,i,nt,i,i
Cc1cc(C)cc(OCC(=O)Nc2cccc(C(=O)O)c2)c1,6,-5,i,i,i,i,-5,i,i,i,i
COc1cccc(/C=N/NC(=O)COc2cccc3cccnc23)c1O,-3,-6,i,i,i,i,-9,i,i,i,i
Cc1ccc(NC(=S)NN2CCN(C)CC2)c(C)c1,-3,-3,i,i,i,i,-4,i,i,i,i
COCCn1c(N)c(N(Cc2ccccc2)C(=O)Cc2ccccc2F)c(=O)[nH]c1=O,-3,4,i,i,i,i,-6,i,i,i,i
Cc1ccc(OCC(=O)N(Cc2ccc(N(C)C)cc2)C2CCS(=O)(=O)C2)cc1 (centres undefined),3,4,i,i,i,i,-6,i,i,i,i
CCn1c(Sc2ccc([N+](=O)[O-])cn2)nnc1-c1ccco1,2,-1,i,i,i,i,-10,i,i,i,i
COc1ccccc1N(CN1CCCC1=O)C(=O)c1ccccc1F,-8,-1,i,i,i,i,-5,i,i,i,i
Cc1ccc(C)c(-n2c(SCC(=O)Nc3nonc3C)nnc2-c2ccoc2C)c1,-38,4,i,i,i,i,-5,i,i,i,i
Cc1cccc(NC(=O)CCOc2ccccc2)c1C,-3,0,i,i,i,i,-6,i,i,i,i
COc1cc(NC(=O)Cn2c(-c3cncs3)nc3ccccc32)cc(OC)c1OC,4,4,i,i,i,i,-9,i,i,i,i
CCOC(=O)C1CCCN(C(=S)Nc2ccc(F)cc2)C1 (centres undefined),1,4,i,i,i,i,-6,i,i,i,i
Brc1c(OCCOCCn2cncn2)ccc2ccccc12,0,0,i,i,i,i,-6,i,i,i,i
O=C(/C=C/c1ccccc1[N+](=O)[O-])Nc1ccc(S(=O)(=O)Nc2ncccn2)cc1,-2,2,i,i,i,i,-2,i,i,i,i
COCC1CCN(C(=O)c2cc(COc3ccc(F)cc3F)on2)C1 (centres undefined),7,12,i,i,i,i,1,i,i,i,i
CCOC(=O)CC(N)c1cccc([N+](=O)[O-])c1 (centres undefined),nt,-1,i,i,i,i,-5,i,i,i,i
Cc1cc(C(=O)Nc2ccon2)c(C)o1,nt,-1,i,i,i,i,-14,i,i,i,i
COc1ccc(NC(=O)C(Cc2cc(C)cc(C)c2)C(C)C(=O)O)cc1 (centres undefined),3,-6,i,i,i,i,-4,i,i,i,i
O=C(O)c1cc(NC(=O)c2cccc(F)c2)cc(NC(=O)c2cccc(F)c2)c1,4,-6,i,i,i,i,-4,i,i,i,i
COc1ccc(-c2ccccc2)c2oc(-c3ccco3)cc(=O)c12,nt,9,i,i,i,nt,-6,i,nt,i,i
O=C(O)CCn1cc(/C=C2/NC(=S)N(c3ccccc3)C2=O)c(-c2ccccc2)n1,-1,3,i,i,i,i,-4,i,i,i,i
CS(=O)(=O)N(CC(=O)N1CCOCC1)c1cccc(Cl)c1Cl,-2,-1,i,i,i,i,-5,i,i,i,i
COc1cc(/C=N\n2nnnc2N)ccc1OCc1ccc(F)cc1,-1,3,i,i,i,i,-8,i,i,i,i
O=C(Nc1ccccc1)Nc1nnc(Cc2ccc([N+](=O)[O-])cc2)s1,-3,-5,i,i,i,i,-6,i,i,i,i
CC(=O)Nc1ccc(S(=O)(=O)N2CCN(C(=O)CCC3CCCC3)CC2)cc1,-3,1,i,i,i,i,-13,i,i,i,i
